phage Ecoli inh: E. coli growth loss with phage present; growth absorbance; inhibition, % at 11.9 µM; actives 0.26% (n = 360,000); in the data active = inhibition above about 11%
Active calls of the source: *.

SMILES	phage Ecoli inh
O=C1c2ccccc2C(c2nnnn2Cc2ccccc2)N1CCc1c[nH]c2ccccc12 (centres undefined)	1.6
COc1ccc(Cc2c(-c3ccc(Cl)cc3)nc3cc(C)c(Br)c(C)n23)c(C)c1	0.9
CCCS(=O)(=O)NC(=O)C1(C)CCN(C(=O)c2ccc(OC)cc2OC)C1 (centres undefined)	1.9
CN(C(=O)CN1CCN(c2cc(-c3ccc(-c4ccccc4)cc3)ncn2)CC1)c1ccccc1	2.3
O=C(NCc1ccc(F)cc1)c1cc(C2CCCCN2C(=O)c2cccs2)on1 (centres undefined)	3.1
O=C(NCc1ccncc1)[C@@H]1CCCN1C(=O)[C@H]1CCCN1C(=O)c1cccc2ccccc12	2.5
CCCCn1nnnc1C1(C)CCC(=O)N1CCCN1CCOCC1 (centres undefined)	3.2
CC(C)C[C@H]1CN(CCCC[C@H]2CNC(=O)C(=O)N2CC2CCCCC2)C(=O)C(=O)N1CC1CCCCC1	-0.6
O=C(Nc1nnc([C@H]2C[C@H](O)[C@@H](CO)O2)s1)c1cccc(OC(F)(F)F)c1	1.3
Nc1ncnc2c1ncn2[C@@H]1O[C@H](C(=O)NS(=O)(=O)c2ccccc2[N+](=O)[O-])[C@@H](O)[C@H]1O	-1.2
O=C(C(=Cc1ccccc1)c1ccccc1)c1ccccc1	-1.4
NC(=O)c1ncn([C@@H]2O[C@H](C(=O)N[C@H](Cc3c[nH]c4ccccc34)C(=O)N3CCN(CC(=O)N4CCCC4)CC3)[C@@H](O)[C@H]2O)n1	2.5
COc1ccc(Cc2c(C(C)(C)C)nc3ccc(Br)cn23)c(C)c1	-0.2
CC(C)c1cc(Cn2c3ccccc3c(=O)n2C(C)Cn2cc(-c3ccccc3)nn2)on1 (centres undefined)	1.9
C(=C\c1ccccc1)/CN1CCN(C(c2cccs2)c2nnnn2-c2ccc3c(c2)OCCO3)CC1 (centres undefined)	4.2
CCc1c(C(C)O)oc2ccc3c(C)cc(=O)oc3c12 (centres undefined)	2.7
CCCCN1CC(COCc2ccccc2)Oc2cccc(Sc3ccc(OC)c(OC)c3)c2S1(=O)=O (centres undefined)	1.4
CCOC(=O)C1(C)CCN1C(=O)COc1ccc(C(C)(C)C)cc1 (centres undefined)	2.1
O=C1NC[C@H](Cc2ccc(O)cc2)N(C[C@H]2CCCN2C[C@H](Cc2ccc(O)cc2)N2C[C@H](Cc3ccc(O)cc3)N(CCc3ccccc3)C(=O)C2=O)C1=O	2.6
COc1ccc(C(C)(NC(C)=O)c2nc(-c3cccc(C#N)c3)cs2)cc1 (centres undefined)	1.7
CC1(C(=O)NS(=O)(=O)c2cccs2)CCN1C(=O)CC1CCCC1 (centres undefined)	0.5
CC(=O)C1=C(C)N(Cc2ccc(F)cc2)C(=S)NC1c1ccc(Cl)cc1 (centres undefined)	0.6
CC(=O)Nc1ccc(NC(=O)c2cc(-c3cc(F)ccc3OCC3CCCO3)n[nH]2)cc1 (centres undefined)	1.8
O=C(N[C@H](Cc1ccccc1)C(=O)NCC1CCCO1)[C@H]1O[C@@H](n2ccc(=O)[nH]c2=O)[C@H](O)[C@@H]1O (some centres undefined)	1.1
COC(=O)[C@]12CCCCC=C1N(Cc1cccc3ccccc13)C(=O)[C@H](CC(=O)NCc1ccc(OC)c(OC)c1)C2	1.3
NC(Cc1ccc(Cl)cc1)c1csc(Nc2cc(NCCCO)ncn2)n1 (centres undefined)	0.8
CC(C)(C)c1ccc(C#C[C@@H]2C=C[C@@H](O)[C@@H](COC(=O)NCc3ccccc3)O2)cc1	3.0
CN(Cc1ccc(Cl)cc1)C(c1cc2ccccc2o1)c1nnnn1C(C)(C)C (centres undefined)	0.5
CCc1nc2c(OCC3CCCCC3)cccn2c1N(C=O)Cc1ccc(OC)cc1	2.0
CCCCN(C=O)c1c(CC)nc2c(OCC(=O)c3ccc(F)cc3)cccn12	1.9
CCC(C(=O)NCc1ccccc1)n1c(CSCCOc2ccccc2)nc2ccccc21 (centres undefined)	0.9
CCCCn1nnnc1C(c1ccccc1)N1CCCN(Cc2ccc(F)cc2)CC1 (centres undefined)	6.2
CC(C)c1ccc(NC(=O)C2Cc3c(-c4cccc(C(N)=O)c4)ccnc3O2)cc1 (centres undefined)	1.5
CCc1nc2ccc(C(=O)N3CCN(S(=O)(=O)CC)CC3)cn2c1N(CC)Cc1cccc(Br)c1	1.4
CC(N)C(=O)NC(C(=O)NC(C)C(=O)Nc1cccc2ccccc12)C(C)C (centres undefined)	0.7
CCOC(=O)[C@]12CCC=C1N(CCC1=CCCCC1)C(=O)[C@H](CC(=O)NCCC(C)C)C2	-2.5
CCOC(=O)C1(C)CCN1C(=O)c1ccco1 (centres undefined)	1.9
CC1=C(C(=O)N(C(C)C)C(C)C)CC(CC(=O)NCCCN(C)C)C(=O)N1CCCN1CCCC1=O (centres undefined)	3.0
Nc1nc2c(ncn2[C@@H]2O[C@H](CNCc3ccccc3)[C@@H](O)[C@H]2O)c(=O)[nH]1	2.7
O=C(CC[C@H]1O[C@@H](n2cnc3c(NC(=O)c4ccccc4)ncnc32)[C@H](O)[C@@H]1O)N[C@@H](CO)Cc1c[nH]c2ccccc12	1.5
C[C@@H]1CN(c2ccc(N3CCNC[C@H]3C)cc2C#N)C[C@H](C)O1	1.9
CCOc1ccc(CCN2C(=O)C(=O)N([C@@H](CC(C)C)CN3CCC[C@H]3CN3C(=O)C(=O)NC[C@@H]3Cc3ccc(O)cc3)C[C@@H]2CC(C)C)cc1	3.1
Nc1[nH]c(C(=O)c2ccccc2)c(-c2ccc(Cl)cc2)c1C(=O)NCCc1c[nH]c2ccccc12	0.7
CC(=O)Nc1ccc(CNc2nc(NCCN(C)C)nc3cc(-c4ccccc4)sc23)cc1	2.8
COc1cccc(C(=O)N2CCC2(C)C(=O)O)c1 (centres undefined)	2.3
CCCC[C@@H]1Cc2[nH][nH]c(=O)c2[C@H](c2ccc(C(C)C)cc2)O1	0.4
CCNC(=O)C1(C)CCN(C(=O)c2ccc3c(c2)OCO3)C1 (centres undefined)	1.7
Cc1cccc(C)c1NC(=O)C(C1CC1)n1c(-c2ccc(C(F)(F)F)cc2)nc2ccccc21 (centres undefined)	3.4
O=C(C(=O)N1CCC(CNC(=O)C2COc3ccccc3O2)CC1)c1cccs1 (centres undefined)	2.7
CCCCOc1ccc(C(=O)NC2CCCCN(CCC)C2=O)cc1 (centres undefined)	2.3
CC(C)c1ccc(CC(=O)N2CCC2(C)C(=O)Nc2ccc3c(c2)OCCO3)cc1 (centres undefined)	1.4
CCc1nc2c(OCC(=O)C(C)(C)C)cccn2c1N(C=O)Cc1ccc(OC)cc1	-2.8
O=c1[nH][nH]c2c1[C@H](c1ccc(F)cc1)O[C@H](CCc1ccccc1)C2	1.3
CC(=O)N1CCc2cc(NC(=O)C3(C)CCN3CCc3ccccc3)ccc21 (centres undefined)	0.4
CCc1nc2c(OCc3cccc(Cl)c3)cccn2c1N(C)C(C)=O	3.0
O=C1NC[C@H](Cc2ccc(O)cc2)N(C[C@@H]2CCCN2C[C@H](Cc2ccccc2)N2C[C@H](Cc3ccccc3)N(CCc3ccccc3)C(=O)C2=O)C1=O	1.7
OC(c1ccc(-c2ccccc2)cc1)c1ncc(-c2ccccc2Cl)[nH]1 (centres undefined)	1.8
CN(C(=O)[C@@H](Cc1ccccc1)NC(=O)[C@H]1O[C@@H](n2ccc(=O)[nH]c2=O)[C@H](O)[C@@H]1O)C1CCCCC1	1.4
Cn1c(=O)c2cc(NC(=S)NC3CCCCC3)ccc2n1Cc1cccc(C(F)(F)F)c1	0.8
COc1cccc(C(c2nnnn2-c2c(C)cccc2C)N2CCN(C/C=C/c3ccccc3)CC2)c1OC (centres undefined)	5.5
Further entries follow:
SMILES	phage Ecoli inh
O=C(Nc1ccc(F)cc1)C(c1ccncc1)N1CCN(CC(=O)N2CCCC2)CC1 (centres undefined)	0.5
CCCCCCn1cc(CN2CC(N3CCN(Cc4ccccc4F)CC3)CS2(=O)=O)nn1 (centres undefined)	-2.6
Cc1cccc(C)c1-n1nnnc1C(c1ccnc2ccccc12)N(Cc1ccccc1)Cc1ccccc1 (centres undefined)	1.0
O=C(O)c1ccccc1-c1cccc2nncn12	2.9
OCCN1CCN(c2ncnc3c2ncn3[C@H]2CN(Cc3ccc(F)cc3)C[C@@H](CO)O2)CC1	2.9
CCOC(=O)[C@]12CCC=C1N(Cc1ccco1)C(=O)[C@H](CC(=O)NCC1CCCCC1)C2	1.2
C#CCN([C@@H](C)C(=O)OCC)S(=O)(=O)c1ccc(Br)cc1F	1.4
COc1cc(CNc2ncnc3c2ncn3[C@H]2CN(Cc3ccco3)C[C@@H](CO)O2)cc(OC)c1OC	0.5
O=C1O[C@@H](c2ccccc2)C[C@@H](O)C(=O)CCc2ccccc21	3.9
COc1ccc(NC(=O)C2c3ccccc3OCC(=O)N2CCc2ccccc2)cc1 (centres undefined)	1.9
COc1ccccc1C(C(=O)c1ccccc1)c1ccc(O)cc1 (centres undefined)	3.6
CCOC(=O)C1=Nc2cccc3c(O)ccc1c23	5.1
CCOC(=O)[C@]12CCCC=C1N(Cc1ccco1)C(=O)[C@H](CC(=O)N1CCN(C(=O)c3ccco3)CC1)C2	0.8
CCCCn1nnnc1C(c1ccccc1)N1CCN(c2ccc(C)cc2)CC1 (centres undefined)	-0.9
O=C1NC[C@@H](CCCCN2C[C@H](Cc3ccccc3)N(Cc3ccccc3)C(=O)C2=O)N(CCc2ccccc2)C1=O	3.6
O=C(NC(c1ccc(-c2ccccc2)cc1)c1cnccn1)C1CCN(Cc2ccc(Cl)c(Cl)c2)CC1 (centres undefined)	4.8
CCNC(=O)C1CCCN(C(=O)c2ccc(N(C)C)cc2)CC1 (centres undefined)	-1.6
COc1ccc(-c2cc3nc(NCc4ccc(C)cc4C)n(C)c(=O)c3s2)cc1OC	0.5
NC(CO)c1csc(Nc2ccc(C(=O)c3ccccc3)cc2)n1 (centres undefined)	-0.3
O=C(C(=O)N1CCC(Cc2ccccc2)CC1)c1cccs1	0.9
Fc1cccc(Cc2c(-c3cccc(Cl)c3)nc3c(Cl)cc(C(F)(F)F)cn23)c1	3.0
CCCCCCC12Cc3cc(OC)c(OC)cc3C(O1)c1c(cc(C)oc1=O)O2 (centres undefined)	2.1
COc1ccc(NC(=O)OC[C@@H]2CSCCS(=O)(=O)N2)cc1	0.6
COc1ccc(NC(=O)c2cc(-c3cc(F)ccc3OC)n[nH]2)c(C)c1	4.0
OC(c1ccc(Cl)cc1)c1ncc(-c2cccc(C(F)(F)F)c2)[nH]1 (centres undefined)	3.7
Cc1cc(C)n2c(Nc3c(C)cccc3C)c(CC(C)C)nc2n1	1.7
CCCCOCCCNC(=O)C[C@@H]1C[C@@]2(C(=O)OC)CC(C)(C)CC=C2N(Cc2ccccc2)C1=O	3.3
CC(C)C1C(=O)N(Cc2cn(CCC3OCCO3)nn2)CCS(=O)(=O)N1Cc1ccc(-c2ccccc2C(F)(F)F)cc1 (centres undefined)	-0.6
CCCN(C)C1CN(Cc2cn(Cc3ccccc3)nn2)S(=O)(=O)C1 (centres undefined)	0.6
CCNC(=O)c1cc2c(c(-c3cccc(-c4cccnc4)c3)n1)[C@H](CCO)N(S(C)(=O)=O)C2	2.3
C#CCNC(=O)C[C@@H]1C[C@@]2(C(=O)OC)CCCCC=C2N(Cc2ccccc2)C1=O	0.2
CC(=O)c1cccc(NC(=O)c2cccc3c(-c4cccc(C(N)=O)c4)coc23)c1	2.0
CCC(CC)C(C(=O)NC1CCCC1)N1CCN(c2cc(C)nc3ccccc23)CC1 (centres undefined)	2.9
C[C@H](CO)N1C[C@H](C)[C@@H](CN(C)C(=O)Nc2cccc(Oc3ccccn3)c2)OCc2cn(nn2)CCCC1=O	-1.8
CCOc1ccc(-c2cc(C(=O)NCc3cc(OC)cc(OC)c3)[nH]n2)c(C)c1	2.5
COc1ccc(C2C=CC(=O)CC2)c(OC)c1 (centres undefined)	-2.0
CCc1nc2c(OCc3cccc(Cl)c3)cccn2c1N(C)C(=O)Nc1ccccc1OC	-0.5
COC(=O)[C@@]12C[C@@H](CC(=O)NCc3cccs3)C(=O)N(CCc3ccc(OC)c(OC)c3)C1=CCC(C)(C)C2	3.5
CC(=O)Nc1ccc(-c2ccnc3c2CC(C)(C(=O)NCC2CC2)O3)cc1 (centres undefined)	0.7
COc1ccc(C(=O)N2CCCCC2c2cc(C(=O)NCc3ccc(F)cc3)no2)cc1 (centres undefined)	4.6
Cc1cccc(C(=O)O)c1O	1.0
COC(=O)C1=C(C)N(Cc2cccc(C(F)(F)F)c2)C(=NCc2ccc(C(F)(F)F)cc2)NC1c1cccc(F)c1 (centres undefined)	5.0
CC(C(=O)NC1CCCC1)n1c(-c2ccncc2)nc2ccccc21 (centres undefined)	1.5

Gathered by group, those above with a Cl atom.
SMILES	phage Ecoli inh
COc1ccc(Cc2c(-c3ccc(Cl)cc3)nc3cc(C)c(Br)c(C)n23)c(C)c1	0.9
CC(=O)C1=C(C)N(Cc2ccc(F)cc2)C(=S)NC1c1ccc(Cl)cc1 (centres undefined)	0.6
NC(Cc1ccc(Cl)cc1)c1csc(Nc2cc(NCCCO)ncn2)n1 (centres undefined)	0.8
CN(Cc1ccc(Cl)cc1)C(c1cc2ccccc2o1)c1nnnn1C(C)(C)C (centres undefined)	0.5
Nc1[nH]c(C(=O)c2ccccc2)c(-c2ccc(Cl)cc2)c1C(=O)NCCc1c[nH]c2ccccc12	0.7
CCc1nc2c(OCc3cccc(Cl)c3)cccn2c1N(C)C(C)=O	3.0
OC(c1ccc(-c2ccccc2)cc1)c1ncc(-c2ccccc2Cl)[nH]1 (centres undefined)	1.8
O=C(NC(c1ccc(-c2ccccc2)cc1)c1cnccn1)C1CCN(Cc2ccc(Cl)c(Cl)c2)CC1 (centres undefined)	4.8
Fc1cccc(Cc2c(-c3cccc(Cl)c3)nc3c(Cl)cc(C(F)(F)F)cn23)c1	3.0
OC(c1ccc(Cl)cc1)c1ncc(-c2cccc(C(F)(F)F)c2)[nH]1 (centres undefined)	3.7
CCc1nc2c(OCc3cccc(Cl)c3)cccn2c1N(C)C(=O)Nc1ccccc1OC	-0.5

Some of the compounds tested; the hit share may differ from the screen's.
